TCR CD3 inh – human TCR-CD3 binding inhibition. TAMRA-labeled TCR probe fluorescence, biochemical. inhibition, % at 9.4 µM. hit rate 0.37% among 360,000; in the data active means inhibition above about 19%;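 further: recombinant mutant TCR 2C K166C tagged with TAMRA read by polarization; 0% = receptor in buffer alone and 100% = receptor with positive control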
HTRA1 inhibitor – HTRA1 (human) protease inhibition; recombinant HTRA1, FP-rhodamine activity-based probe, fluorescence polarization; Q92743; inhibition, % at 5.96 µM; hit rate 0.5% among 340,000; in the data active means inhibition above about 36%;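 further: 0% = enzyme with DMSO and 100% = wells lacking enzyme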
PRMT1 FP inh – inhibitors of human PRMT1; Q99873; recombinant PRMT1, activity-based probe fluorescence polarization; inhibition, % at 2.79 µM; hit rate 1.3% among 370,000; AID 652257;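 active means inhibition above about 21% made by adding two undisclosed values, limit read from the data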
GC-A act – GC-A (human) enzyme activation; hit rate 0.14% among 370,000; HEK293 GC-A cells, cGMP TR-FRET, EC30 ANP; 0% at EC30 ANP, 100% saturating ANP; activation, % at 10 µM; in the data active means activation above about 40%
Target sequence (P16066 whole entry, looked up): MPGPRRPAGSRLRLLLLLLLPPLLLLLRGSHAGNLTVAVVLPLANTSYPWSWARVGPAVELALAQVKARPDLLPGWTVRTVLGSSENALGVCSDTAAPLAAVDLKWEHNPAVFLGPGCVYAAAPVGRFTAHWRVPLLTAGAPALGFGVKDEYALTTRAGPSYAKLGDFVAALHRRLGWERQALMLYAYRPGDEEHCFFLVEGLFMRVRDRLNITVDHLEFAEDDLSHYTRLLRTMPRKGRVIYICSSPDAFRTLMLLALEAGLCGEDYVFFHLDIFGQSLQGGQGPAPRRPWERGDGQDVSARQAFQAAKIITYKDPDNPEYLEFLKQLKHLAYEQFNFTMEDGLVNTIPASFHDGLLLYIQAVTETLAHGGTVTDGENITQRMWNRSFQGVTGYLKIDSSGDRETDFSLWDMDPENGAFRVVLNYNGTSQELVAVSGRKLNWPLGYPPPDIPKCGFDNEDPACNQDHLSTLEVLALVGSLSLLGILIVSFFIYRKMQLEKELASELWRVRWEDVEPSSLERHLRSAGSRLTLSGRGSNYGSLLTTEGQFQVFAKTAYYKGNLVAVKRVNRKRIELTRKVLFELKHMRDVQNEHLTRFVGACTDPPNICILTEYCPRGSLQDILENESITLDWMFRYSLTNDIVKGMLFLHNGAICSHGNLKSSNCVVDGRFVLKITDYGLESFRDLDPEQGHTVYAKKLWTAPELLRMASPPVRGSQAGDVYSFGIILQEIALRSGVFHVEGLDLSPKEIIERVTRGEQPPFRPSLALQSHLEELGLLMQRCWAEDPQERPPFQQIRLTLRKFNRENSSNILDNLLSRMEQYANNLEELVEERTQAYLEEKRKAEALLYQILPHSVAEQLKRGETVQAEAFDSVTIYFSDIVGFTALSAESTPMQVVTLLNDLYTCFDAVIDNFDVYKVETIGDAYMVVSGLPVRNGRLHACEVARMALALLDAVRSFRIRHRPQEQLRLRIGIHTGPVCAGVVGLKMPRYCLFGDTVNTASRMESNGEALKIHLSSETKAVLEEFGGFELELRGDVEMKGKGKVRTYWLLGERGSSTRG
NPR2 activator – GC-B (human) receptor activation | P20594 | HEK293-GC-B cells, CNP EC30, cGMP TR-FRET; 0% at EC30 CNP, 100% saturating CNP | activation, % at 10 µM | hit rate 0.11% among 370,000;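 active means activation at 10 µM reaching about 35% in either raw or pattern-adjusted values, limit read from the data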
rCAG RNA binder – molecules binding r(CAG) RNA repeats; r(CAG) RNA repeat, TO-PRO-1 dye displacement fluorescence; inhibition, % at 3 µM; hit rate 1.3% among 370,000; AID 651821;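 active means inhibition above the plate cutoff, the mean of all test compounds on that plate plus 3 SD, cut at about 35% in these data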;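 further: 0% = DMSO alone and 100% = 100 µM mitoxantrone as full dye displacement; higher means more dye released from RNA so lower well fluorescence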
SIAE inh – blocks human sialic acid acetylesterase; hit rate 0.69% among 370,000; inhibition, % at 9.66 µM; SIAE FP-Rh probe binding, fluorescence polarization; AID 1053197; Q9HAT2;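 active means inhibition above a cutoff: mean of compounds within the control limits plus 3 SD of those, cut at about 17% in these data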;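 further: 0% = plate median of compound wells and 100% = probe without SIAE protein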
MBD2 DNA inh – blocks human MBD2 binding to methylated DNA; Q9UBB5; TR-FRET, MBD2 binding to methylated oligonucleotide; inhibition, % at 4.4 µM; hit rate 0.31% among 370,000; in the data active means inhibition above about 13%
mABHD4 FP – ABHD4 (mouse) inhibition, primary FP screen | purified mABHD4, FP-Rh probe fluorescence polarization | Q8VD66 | hit rate 0.54% among 370,000 | AID 720543 | inhibition, % at 8.92 µM;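 active means inhibition exceeding the mean over every tested compound plus 3 SD, cut at about 30% in these data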;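 further: 0% = plate median of compound wells and 100% = S159A mutant with DMSO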
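Test system: mouse ABHD4 enzyme, wild type. Reagent: FP-Rh fluorescent activity-based probe, added after compound pre-incubation. Timing: pre-incubation 45 min, probe exposure 60 min, at 25 °C. Technique: FP readout, ex 525 nm / em 598 nm. Benchmarks: high control S159A mutant with DMSO, low control median of compound wells.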
UHRF1 MBD2 ctr – UHRF1 methyl-DNA binding inhibition | UHRF1 binding to methylated oligo, TR-FRET | AID 687016 | hit rate 0.75% among 370,000 | inhibition, % at 4.4 µM | Q96T88; in the data active means inhibition above about 21%;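 further: UHRF1 SRA domain binding a hemimethylated CpG hairpin DNA probe; 0% = median of test compound wells and 100% = reference inhibitor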
* = called active by the depositor; . = not tested or not shown. These rows are one share of the data; rates above refer to the full screens.

SMILES	TCR CD3 inh	HTRA1 inhibitor	PRMT1 FP inh	GC-A act	NPR2 activator	rCAG RNA binder	SIAE inh	MBD2 DNA inh	mABHD4 FP	UHRF1 MBD2 ctr
O=C(CCNC(=O)C1CCN(S(=O)(=O)c2ccccc2)CC1)NCCc1cccc(F)c1	5	-3	1	3	2	0	-7	0	-2	-1
CN(C)CCn1ccc(O)c(Cc2ccc(Cl)cc2)c1=O	7	2	1	2	2	-2	1	3	2	0
C=CCOc1cccc(C2/C(=C(/O)c3ccc(F)cc3)C(=O)C(=O)N2CCN2CCOCC2)c1 (stereo unspecified)	-1	7	1	-1	8	9	1	1	1	-1
O=C(O)CSc1nc(-c2cccs2)cc(C(F)(F)F)n1	3	.	2	-3	-1	3	-8	1	3	4
COc1cc(C)ccc1OCCOCCOc1ccc([N+](=O)[O-])cc1	5	-2	0	3	1	-6	2	-3	3	-1
O=C(CCN1CCN(CCO)CC1)Nc1ccc(F)c(F)c1	0	-3	-1	-1	1	-2	4	-8	1	-2
O=C(NCc1ccccc1Cl)C1CCC(=O)N(CCCN2CCCC2=O)C1 (stereo unspecified)	9	-1	-1	-1	0	-6	-2	0	4	-1
O=C(O)C1C2C=CC3(CN(Cc4ccco4)C(=O)C13)O2 (stereo unspecified)	7	1	-1	2	5	2	1	0	2	1
COc1cc(NC(=O)c2cc3sccc3n2C)cc(OC)c1	2	-45	-2	-3	-6	4	-2	-4	-10	1
CCN(CC)CCCNC(=O)c1cc2c(=O)n(C)c3ccccc3c2n1C	-1	9	-3	3	0	8	-2	2	1	3
C[C@@H]1C=CCCO[C@]12C(=O)N(Cc1ccc(Br)cc1)c1cccc(Br)c12	2	.	1	6	7	2	-5	3	-1	-3
Cc1cc(C)c(S(=O)(=O)N2CCCC(C(=O)NCc3ccncc3)C2)c(C)c1 (stereo unspecified)	-8	4	2	-1	1	-2	-5	3	3	0
O=C(Nc1nc2c(s1)C(=O)CCC2)c1ccccc1	-5	2	-3	5	0	3	-3	3	1	8
O=[N+]([O-])c1ccccc1/C=N/N1CCN(c2ccccn2)CC1	4	-2	2	0	-4	7	3	-3	0	-3
O=C(c1ccc(-c2cccc(C(F)(F)F)c2)o1)N1CCCC(C(F)(F)F)C1 (stereo unspecified)	3	-21	0	-7	-3	-2	3	-3	-11	-3
CCn1c(=O)c(C)nn2c3ccccc3nc12	4	13	3	3	-1	1	-5	0	-1	0
C=CCOc1ccc(C[C@H](N)C(=O)NC[C@H]2O[C@@H](n3cc(C)c(=O)[nH]c3=O)C[C@@H]2O)cc1	-4	0	1	1	4	1	12	-5	6	-2
CCN1C(=O)N[C@@H](CCc2ccccc2)C(C(=O)OC)=C1C	4	-12	-2	-6	-7	-5	0	-5	-1	2
Brc1cccc(C2Nc3cccc4cccc(c34)N2)c1	-12	30	10	-20	1	6	7	6	-3	-1
COC(=O)C1=C(C)Nc2ncnn2C1c1ccccn1 (stereo unspecified)	-8	-4	2	-5	1	2	-10	8	-7	7
O=[N+]([O-])c1cccc(C([O-])=C(C(=S)Nc2cccc3ccccc23)[n+]2ccccc2)c1	-2	8	6	2	4	10	-4	1	13	-5
COc1cc(/C=N/NC(=O)c2ccc(O)cc2)ccc1Oc1ccc([N+](=O)[O-])cn1	-6	-14	1	-2	3	7	1	3	-12	-5
COCCN(C(=O)CN1CCc2ccccc21)c1c(N)n(Cc2ccccc2)c(=O)[nH]c1=O	0	11	1	3	3	13	1	0	0	41*
Cc1cc2c(=O)n(CC(=O)NCC(=O)Nc3ccc(C(C)C)cc3)cnc2s1	6	0	-1	6	-1	-1	6	11	5	-2
O=C1CCCN1c1ccc(S(=O)(=O)N2CCN(c3ccccn3)CC2)cc1	3	1	2	2	-1	0	-1	1	-7	-1
CCC1(c2ccc(F)cc2)NC(=O)N(CC(=O)NCC(=O)Nc2cccc(C)c2C)C1=O (stereo unspecified)	-6	-2	-2	1	3	-4	5	-2	-1	-1
CCCCNCc1cc(Cl)c(OCCC)c(OCC)c1	-4	-3	2	-3	2	4	4	1	9	0
COc1ccc(C2C(C#N)=C(N)N(c3cccnc3)C3=C2C(=O)CCC3)cc1Cn1cc([N+](=O)[O-])cn1 (stereo unspecified)	-9	3	0	-7	-8	7	-4	2	-6	-6
Cc1cc(C)n2c(SCC(=O)Nc3ncc(C(F)(F)F)cc3Cl)nnc2n1	-4	-2	2	0	-2	-3	4	1	3	2
O=C(CSc1nnc(-c2ccc(Cl)cc2)n1Cc1ccco1)Nc1ccc(S(=O)(=O)Nc2nccs2)cc1	.	.	19	-1	0	77*	-28	-2	-34	2
CCOc1ccccc1C(=O)OCC(=O)Nc1nnc(-c2ccccc2)o1	-1	3	1	-4	-2	18	5	2	7	-2
FC(F)(F)c1cc(C(F)(F)F)c2ccc(N/N=C/c3ccccc3)nc2n1	6	6	-3	3	1	1	0	-9	-3	0
CCOP(=O)(C1=C(O)C(=O)C(C(C)(C)C)=CC1=O)c1ccccc1 (stereo unspecified)	10	15	12	0	6	3	11	-2	18	-5
Cc1nc2ccccc2c(=O)n1NC(=O)/C=C/c1ccccc1	-1	-1	-1	-1	10	0	10	-1	0	-4
Cc1ccc(N/C(N)=N/c2nc(CSc3nnc(C)s3)cc(=O)[nH]2)c(C)c1	-10	-7	0	-7	8	-4	3	1	3	0
COc1ccc(-c2c3c(nc4sc(C(=O)Nc5ccccc5)c(N)c24)CCC3)cc1	-7	-19	6	0	1	10	-3	1	2	7
COCc1cc(C)nc(OCC(=O)N/N=C/c2ccc(-c3cc([N+](=O)[O-])ccc3Cl)o2)c1C#N	-3	-5	0	2	5	2	-6	-1	0	5
COc1ccc(-c2cc3nc(C)cc(N4CCN(C(=O)c5ccoc5)CC4)n3n2)cc1	1	-13	1	-3	-2	3	-3	1	7	-1
CC(=NCCCN(C)C)C1=C(O)c2ccccc2C1=O	-4	-3	0	1	-5	5	9	-6	0	2
CC(C)n1c(-c2ccco2)csc1=Nc1cccnc1	4	-8	2	-26	-18	-4	-2	-2	5	-2
COc1ccc(NC(=O)C2Cc3c(-c4ccco4)ccnc3O2)cc1OC (stereo unspecified)	-2	.	6	6	4	4	2	1	-1	-1
c1ccc2c(c1)CN1CCCC1=N2	0	-7	-7	-2	1	-2	7	0	4	0
CCCN1CCN(C(=O)c2ccc(CS(=O)c3ccc(Cl)cc3)o2)CC1 (stereo unspecified)	-1	-1	-2	5	-1	-6	1	-1	-7	-1
O=C(c1ccc(Cl)c(Cl)c1)N1CCC(=O)N([C@H](COCc2cccc(C(F)(F)F)c2)Cc2ccccc2)CC1	3	.	1	-8	-6	7	-6	-1	-8	0
COc1cc(C(=O)Nc2nc(C)cc(C)n2)cc(OC)c1OC	0	-5	0	2	1	1	-1	0	-1	1
COc1ccc(S(=O)(=O)c2c(O)c3ccc(C(=O)Nc4ccccc4Cl)cc3[nH]c2=O)cc1	4	2	1	1	-1	7	-3	1	1	2
Cc1cccc(NC(=O)c2cc(NC(=O)c3ccco3)ccc2Cl)n1	8	-10	-2	4	10	1	-1	-1	-1	-1
CC(C)OCC(O)CN1CCC(Cc2ccccc2)CC1 (stereo unspecified)	3	2	1	3	-2	-3	-10	0	-1	-3
CC1(C)Cc2c(sc(NC(=O)c3ccccc3)c2C(=O)O)CO1	-3	-4	3	5	8	8	3	0	0	-2
S=c1nc(-c2ccccc2)[nH]c2ccc(Br)cc12	-1	-2	-10	9	-4	-1	-1	6	-3	-2
COCCSc1nnc(NC(=O)C2CCCO2)s1 (stereo unspecified)	1	4	-2	1	-2	0	1	0	6	-2
O=C(c1ccc([N+](=O)[O-])cc1)N1CCN(C(=O)c2cccnc2)CC1	-5	0	-1	-2	2	-3	7	6	-2	-4
Cc1ccc(C2CC2C(=O)NNC(=S)Nc2ccc(Cl)cc2)cc1 (stereo unspecified)	6	-5	-3	0	2	27	-10	-3	12	-2
CN1CCN(c2ccc(NC(=O)c3ccc4c(c3)[nH]c(=O)n4Cc3ccc(F)cc3)cc2)CC1	-11	9	-3	4	0	-3	8	3	9	13
COc1cc2c(cc1OC)C(=O)N1[C@H]3c4cc(Cl)ccc4OC[C@@H]3[C@H](c3ccccc3)[C@]1(C)C(=O)N2	5	-30	1	-8	-6	12	-47	2	-39	-2
Cc1occc1C(=O)Nc1c(Cl)cccc1Cl	8	1	1	0	3	0	3	-5	2	1
Cc1ccccc1S(=O)(=O)N1CCN(C)CC1	3	3	3	4	6	2	1	-5	3	0
CCN1C(=O)c2cccc3c(S(=O)(=O)N(C(=O)c4ccncc4)c4ccc(OC)cc4)ccc1c23	6	-11	3	1	8	8	1	-1	-3	-2
CCOC(=O)C1=CN(Cc2cccc(F)c2)S(=O)(=O)N(CC)C1c1ccccc1 (stereo unspecified)	-5	-16	3	-8	-5	5	-3	3	-10	-1
O=C(Nc1nnc(Cc2ccc(Cl)cc2)s1)c1ccco1	1	-4	0	4	0	0	-8	4	0	-1
(continued)
SMILES	TCR CD3 inh	HTRA1 inhibitor	PRMT1 FP inh	GC-A act	NPR2 activator	rCAG RNA binder	SIAE inh	MBD2 DNA inh	mABHD4 FP	UHRF1 MBD2 ctr
CCc1cc(C(=O)Nc2nnc(C3CC3)s2)sc1C	-5	-2	4	-1	-2	10	-5	-5	-9	0
C/C(=N\NC(=O)COc1cccc(C)c1)c1ccc2ccccc2c1O	28*	13	2	-1	-4	6	-3	3	49*	3
CCn1nnc(NC(=O)c2sc3ccccc3c2Cl)n1	3	-2	1	0	4	4	-3	-6	-1	-4
CC(C)(C)c1ccc(OCCSc2nc3ccccc3n2CC(=O)O)cc1	0	-1	0	-4	-7	39*	-2	0	-4	-1
O=C(COc1ccccc1-c1ccccc1)NN=C1CCCC1	1	-28	1	-4	1	1	1	2	-12	1
Cc1ccc(C)c(NC(=O)NNC(=O)c2cc3ccccc3cc2O)c1	22*	32	-1	0	2	35*	6	1	-6	-1
COc1ccc(NC(=O)CSCC(=O)N(C)CC(=O)Nc2cccc3ccccc23)cc1	9	-1	-2	-1	3	0	-4	-7	4	-2
O=C(OCc1ccc([N+](=O)[O-])cc1)c1ccc2ccccc2n1	1	-2	-1	-6	-4	-2	-3	0	-4	0
CCCn1c2ccccc2c2cnn(CC(=O)NCCCN3CCCCC3CC)c(=O)c21 (stereo unspecified)	1	0	-8	-9	-6	4	-3	-6	-6	-2
O=C(NCc1ccc(N2CCCC2=O)cc1)NC1CCCCC1	-4	3	-1	7	-1	-2	6	-5	4	4

Complete entries, quoted from the list:
Record of O=C(COc1ccccc1-c1ccccc1)NN=C1CCCC1 = TCR CD3 inh = 1; HTRA1 inhibitor = -28; PRMT1 FP inh = 1; GC-A act = -4; NPR2 activator = 1; rCAG RNA binder = 1; SIAE inh = 1; MBD2 DNA inh = 2; mABHD4 FP = -12; UHRF1 MBD2 ctr = 1
Record of CCn1nnc(NC(=O)c2sc3ccccc3c2Cl)n1 = TCR CD3 inh = 3; HTRA1 inhibitor = -2; PRMT1 FP inh = 1; GC-A act = 0; NPR2 activator = 4; rCAG RNA binder = 4; SIAE inh = -3; MBD2 DNA inh = -6; mABHD4 FP = -1; UHRF1 MBD2 ctr = -4
